CHT allo act – allosteric activators of human choline transporter CHT. Q9GZV3. CHT-expressing cells, membrane potential dye, choline EC20; hits give high values; LV-AA mutant CHT in HEK293 cells. B-score at 10 µM. actives 0.49% (n = 310,000);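 active = initial fluorescence not abnormally high and integrated response B-score, plate-corrected, over 3 SD above library mean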
Target sequence (Q9GZV3 whole entry, looked up): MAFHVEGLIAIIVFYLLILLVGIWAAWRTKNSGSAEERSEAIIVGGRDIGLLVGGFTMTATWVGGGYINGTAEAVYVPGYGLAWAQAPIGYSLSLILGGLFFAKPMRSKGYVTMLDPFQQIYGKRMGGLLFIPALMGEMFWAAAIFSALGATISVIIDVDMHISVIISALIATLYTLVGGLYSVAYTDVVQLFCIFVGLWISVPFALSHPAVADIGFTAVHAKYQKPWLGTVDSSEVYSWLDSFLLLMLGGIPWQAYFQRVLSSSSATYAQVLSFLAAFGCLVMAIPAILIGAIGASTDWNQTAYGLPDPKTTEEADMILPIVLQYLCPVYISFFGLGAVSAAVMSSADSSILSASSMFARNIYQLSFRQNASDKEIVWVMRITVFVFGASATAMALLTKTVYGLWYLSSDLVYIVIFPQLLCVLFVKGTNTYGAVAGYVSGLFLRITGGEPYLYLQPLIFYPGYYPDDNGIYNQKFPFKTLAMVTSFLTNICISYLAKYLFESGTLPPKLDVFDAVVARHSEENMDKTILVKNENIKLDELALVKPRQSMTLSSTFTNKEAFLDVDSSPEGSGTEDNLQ
OX1R antagonist – human HCRTR1 antagonism; inhibition, % at 5 µM; CHO/OX1R cells, Fluo-8 calcium fluorescence, orexin A; actives 0.43% (n = 330,000);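 active = inhibition above its plate's threshold, mean inhibition of all tested compounds on the plate plus 3 SD, cut at about 37% in these data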;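 also: 0% = orexin A challenge wells and 100% = SB-334867-A antagonist wells; not every result past the cut was called active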
Target sequence (O43613 whole entry, looked up): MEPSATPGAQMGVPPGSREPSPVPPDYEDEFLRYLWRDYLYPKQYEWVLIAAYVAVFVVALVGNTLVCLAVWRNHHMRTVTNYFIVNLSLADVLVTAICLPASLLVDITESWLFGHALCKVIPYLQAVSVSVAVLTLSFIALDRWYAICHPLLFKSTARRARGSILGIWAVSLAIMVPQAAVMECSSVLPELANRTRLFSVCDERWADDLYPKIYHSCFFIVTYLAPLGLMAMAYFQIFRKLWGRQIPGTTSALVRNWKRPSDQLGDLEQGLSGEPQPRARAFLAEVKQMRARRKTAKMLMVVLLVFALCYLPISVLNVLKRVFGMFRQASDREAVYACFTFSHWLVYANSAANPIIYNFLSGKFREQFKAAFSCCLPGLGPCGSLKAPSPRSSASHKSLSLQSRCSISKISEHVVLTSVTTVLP
Numbers without * were called inactive. The order is random. About 0.8% of those tested had a hit in this group.

What do the screens show for `CN1CCN(c2ccc(S(=O)(=O)N3CCOCC3)cc2NC(=O)CCc2ccccc2)CC1`?
CHT allo act: inactive; OX1R antagonist: -17.4

Results for CCOC(CNC(=O)c1ccc2c(c1)ncn2-c1cccc(F)c1)OCC ?
CHT allo act: inactive; OX1R antagonist: -11.5

How did O=C(CCC(=O)c1cccs1)Nc1ccccc1F do in these assays?
CHT allo act: inactive; OX1R antagonist: -9.9

How did COc1ccc(NC(=O)COC(=O)c2cc(Cl)ccc2O)cc1S(=O)(=O)N1CCCCC1 do in these assays?
OX1R antagonist: -11.5

How did Cc1ccc(C2(O)C(=O)c3ccccc3C2=O)c(O)c1C do in these assays?
CHT allo act: inactive; OX1R antagonist: -6.8

What do the screens show for `O=C(O)COCCN1CCN(C(c2ccccc2)c2ccc(Cl)cc2)CC1` (stereo unspecified)?
CHT allo act: inactive; OX1R antagonist: -16.9

What do the screens show for `COc1cc(/C=N/n2c(COc3ccccc3)n[nH]c2=S)cc(Br)c1O`?
CHT allo act: inactive; OX1R antagonist: -12.3

What do the screens show for `Cc1cc(C)nc(-n2nc(C)cc2NC(=O)CNC(C)c2ccccc2)n1` (stereo unspecified)?
CHT allo act: inactive; OX1R antagonist: -38.2

Results for CC(=O)c1ccc(OCC(=O)N(C2CCCCC2)C2CCS(=O)(=O)C2)cc1 (stereo unspecified) ?
CHT allo act: inactive; OX1R antagonist: -18.1

Results for CCCCn1c(N)c(N(CC)C(=O)c2ccccc2C(F)(F)F)c(=O)[nH]c1=O ?
CHT allo act: inactive; OX1R antagonist: -13.1

Results for CC1(c2ccc3ccccc3c2)NC(=O)N(CC(=O)NCc2cccs2)C1=O (stereo unspecified) ?
CHT allo act: inactive; OX1R antagonist: -6.7

How did COc1cccc(C(=O)Nc2ccc(Cl)c(C(F)(F)F)c2)c1 do in these assays?
CHT allo act: inactive; OX1R antagonist: 16.4

Results for OCCCCc1nccc2c1[nH]c1ccccc12 ?
CHT allo act: inactive; OX1R antagonist: -0.7

What do the screens show for `CCCOc1ccc(CC(CC(=O)O)(C(=O)O)C(=O)O)cc1`?
CHT allo act: inactive; OX1R antagonist: -9.9

Results for COC(=O)C1(c2ccccc2)NC(c2cccs2)C2C(=O)N(C)C(=O)C21 (stereo unspecified) ?
CHT allo act: inactive; OX1R antagonist: -0.1

Results for O/N=C(\C[n+]1ccccc1)c1ccc(Br)cc1 ?
CHT allo act: inactive; OX1R antagonist: 5.0

What do the screens show for `CC(=O)c1cccc(Nc2nc(-c3cccc([N+](=O)[O-])c3)cs2)c1`?
CHT allo act: inactive; OX1R antagonist: -4.7

What do the screens show for `COc1cc2c(cc1NC(=O)CCCN1C(=O)CCC1=O)oc1ccccc12`?
CHT allo act: inactive; OX1R antagonist: -10.7

How did CC(NC(=O)CN1CCCC1)C12CC3CC(CC(C3)C1)C2 (stereo unspecified) do in these assays?
CHT allo act: inactive; OX1R antagonist: 8.4

What do the screens show for `Cc1ccc(OCC(=O)Nc2ccncc2)c(C)c1`?
CHT allo act: inactive; OX1R antagonist: 11.3

What do the screens show for `CCOc1ccc(NC(=O)CSc2nnc(CCNC(=O)c3ccc(OC)cc3)n2C)cc1`?
CHT allo act: inactive; OX1R antagonist: 10.3

Results for CCOc1ccc(C(=O)COC(=O)C2CCN(c3ccc(C(F)(F)F)cn3)CC2)cc1 ?
CHT allo act: inactive; OX1R antagonist: -20.8

What do the screens show for `COc1ccc(NS(=O)(=O)CC23CCC(CC2=O)C3(C)C)cc1` (stereo unspecified)?
CHT allo act: inactive; OX1R antagonist: -18.4

How did Cc1ccc(NS(=O)(=O)c2cccs2)cc1S(=O)(=O)N1CCCCCC1 do in these assays?
CHT allo act: inactive; OX1R antagonist: -4.5

What do the screens show for `CNC(=O)c1cc2c(=O)n3cccc(C)c3nc2n(C(C)C)c1=N`?
CHT allo act: inactive; OX1R antagonist: -19.5

Results for CCCCCC(=O)NC(=S)Nc1ccc(Cl)cn1 ?
CHT allo act: inactive; OX1R antagonist: -9.8

What do the screens show for `O/N=C/c1ccccc1OCc1ccccc1Cl`?
CHT allo act: inactive; OX1R antagonist: -17.3

How did CCOc1ccc(CCNC(=O)C2CC(=O)N(C3CCCC3)C2)cc1OCC (stereo unspecified) do in these assays?
CHT allo act: inactive; OX1R antagonist: -19.0

What do the screens show for `Cc1nc(SCC(=O)Nc2cccc(Cl)c2)n[nH]1`?
CHT allo act: inactive; OX1R antagonist: -2.1

What do the screens show for `Cn1c(N2CCN(S(=O)(=O)c3ccc(F)cc3)CC2)nc2ccccc21`?
CHT allo act: inactive; OX1R antagonist: -24.3

How did O=C(NN1CCOCC1)c1ccccc1Br do in these assays?
CHT allo act: inactive; OX1R antagonist: -2.2

How did COc1ccccc1-c1nc2ccc(Cl)cc2c(=O)n1O do in these assays?
CHT allo act: inactive; OX1R antagonist: -16.1

How did CCn1nc(C(=O)Nc2ccc(S(=O)(=O)Nc3nccs3)cc2)c2ccccc2c1=O do in these assays?
CHT allo act: inactive; OX1R antagonist: -26.7

Results for CCOC(=O)N1CCC(N(C(=O)Nc2ccccc2)C(C)CC)CC1 (stereo unspecified) ?
CHT allo act: inactive; OX1R antagonist: -13.8

Results for O=C(NCc1cccs1)C1CCCN1C(=O)Nc1cccc(Cl)c1 (stereo unspecified) ?
CHT allo act: inactive; OX1R antagonist: -15.1

How did N=C1SC(c2ccccc2)C(=O)N1c1ncc(Cc2ccccc2)s1 (stereo unspecified) do in these assays?
CHT allo act: inactive; OX1R antagonist: 0.9

What do the screens show for `NC(=NCc1ccco1)NC(=O)c1ccc(Cl)cc1`?
CHT allo act: inactive; OX1R antagonist: -16.3

Results for COc1cc(OC)cc(C(=O)NCC(=O)OCC(=O)c2cc(C)n(Cc3ccco3)c2C)c1 ?
CHT allo act: inactive; OX1R antagonist: -9.8

What do the screens show for `Cc1cccc(NC(=O)CCc2nnc3ccc(NCc4ccco4)nn23)n1`?
CHT allo act: inactive; OX1R antagonist: -0.3

What do the screens show for `COc1ccc(NC(=O)c2cc(-c3ccccc3)nc3c2cnn3C(C)C)c(OC)c1`?
OX1R antagonist: -2.5

What do the screens show for `CCOC(=O)N1CCC(NC(=O)c2cc3cc4cc(OC)ccc4nc3o2)CC1`?
CHT allo act: inactive; OX1R antagonist: -17.3

How did CCc1ccc(N(CC(=O)NCc2cccnc2)S(=O)(=O)c2ccccc2)cc1 do in these assays?
CHT allo act: inactive; OX1R antagonist: -28.4

Results for Cc1cccc(-n2c(SCC(=O)NCc3ccc4c(c3)OCO4)nc3ccccc3c2=O)c1 ?
CHT allo act: inactive; OX1R antagonist: -11.2

How did COc1ccc2c(c1)CCN(C(=O)CCl)C2C1C(=O)CCCC1=O (stereo unspecified) do in these assays?
CHT allo act: inactive; OX1R antagonist: -4.6

How did CC(=O)Oc1ccc(C(=O)Nc2ccc(S(=O)(=O)NCC3CCCO3)cc2)cc1 (stereo unspecified) do in these assays?
CHT allo act: inactive; OX1R antagonist: -20.6

What do the screens show for `Cc1noc(C)c1-c1nc(CS(=O)(=O)c2ccc(Cl)cc2)no1`?
CHT allo act: inactive; OX1R antagonist: -12.6

Results for COC(=O)C1=C(C)OC(N)=C(C#N)C1c1ccsc1 (stereo unspecified) ?
CHT allo act: inactive; OX1R antagonist: -13.9

What do the screens show for `O=C(COC(=O)CSc1ccc(F)cc1)NNC(=O)c1ccc([N+](=O)[O-])cc1`?
CHT allo act: inactive; OX1R antagonist: 2.6

Results for O=C(Cc1n[nH]c(=O)c2ccccc12)OCC(=O)c1ccc(OC(F)F)cc1OC(F)F ?
CHT allo act: inactive; OX1R antagonist: -14.0

How did CCOc1ccc(N2CC(C(=O)Nc3ccc(S(=O)(=O)NCC4CCCO4)cc3)CC2=O)cc1 (stereo unspecified) do in these assays?
CHT allo act: inactive; OX1R antagonist: -13.3

How did COc1ccc(Nc2nnc(Cc3ccc(Cl)cc3)c(=O)[nH]2)c(OC)c1 do in these assays?
CHT allo act: inactive; OX1R antagonist: -30.9

What do the screens show for `Cc1ccc(C2=Nn3c(COc4ccc(Cl)cc4)nnc3SC2CC(=O)O)cc1` (stereo unspecified)?
CHT allo act: inactive; OX1R antagonist: 9.1

Results for CC(=O)c1c(C)nn(CCC(=O)O)c1C ?
CHT allo act: inactive; OX1R antagonist: -7.2

Results for Cc1c(C2(O)C(=O)Nc3ccc(F)cc32)c(=O)n(-c2ccccc2)n1C (stereo unspecified) ?
CHT allo act: inactive; OX1R antagonist: 2.1

How did COc1ccc(OC)c(-c2nnc3n2N=C(c2ccc(OC)c(OCC4CC4)c2)CS3)c1 do in these assays?
OX1R antagonist: 6.0

How did CN(C)S(=O)(=O)n1cnc(-c2ccccc2)c1-c1ccccc1 do in these assays?
CHT allo act: inactive; OX1R antagonist: -17.2

How did Cc1nn(Cc2ccc(Cl)cc2)c(C)c1NC(=O)c1noc2c1CCc1ccccc1-2 do in these assays?
CHT allo act: inactive; OX1R antagonist: -16.8

What do the screens show for `O=c1cc(-c2ccccc2)nc(N2CCN(Cc3ccccc3)CC2)[nH]1`?
CHT allo act: inactive; OX1R antagonist: -28.6

How did CC(/C=C/c1ccccc1)=N/O do in these assays?
CHT allo act: inactive; OX1R antagonist: -23.3

What do the screens show for `CC(CCC(=O)O)C1CC[C@H]2C3CCC4CC(=O)CCC4(C)[C@H]3CC(=O)C12C` (stereo partly specified)?
CHT allo act: inactive; OX1R antagonist: -13.0

Not a retest: entries from further up.
How did CC(/C=C/c1ccccc1)=N/O do in these assays?
CHT allo act: inactive; OX1R antagonist: -23.3

What do the screens show for `CC(CCC(=O)O)C1CC[C@H]2C3CCC4CC(=O)CCC4(C)[C@H]3CC(=O)C12C` (stereo partly specified)?
CHT allo act: inactive; OX1R antagonist: -13.0

Next compounds follow.
Results for CCC1(c2cccc(Cl)c2)NC(=O)N(Cc2cc(C(=O)OC)c(C)o2)C1=O (stereo unspecified) ?
CHT allo act: inactive; OX1R antagonist: -20.0

How did Cc1[nH]c2ccccc2c1C(=O)CN1CCCC(C)C1 (stereo unspecified) do in these assays?
CHT allo act: inactive; OX1R antagonist: -3.2

What do the screens show for `Cc1ccc(NC(=O)C(Cc2ccccc2)n2cccc2)cc1` (stereo unspecified)?
CHT allo act: inactive; OX1R antagonist: -22.8

How did O=C(c1cc(Cl)c(=O)n(Cc2ccc(Cl)cc2)c1)N1CCOCC1 do in these assays?
CHT allo act: inactive; OX1R antagonist: -5.0

What do the screens show for `CC(C)CN1CCN(Cc2cccc3ncccc23)CC1CCO` (stereo unspecified)?
CHT allo act: inactive; OX1R antagonist: -24.1

Results for CCOC(=O)C1=C(C)Nc2nnnn2C1c1ccccc1Cl (stereo unspecified) ?
CHT allo act: inactive; OX1R antagonist: -23.9

What do the screens show for `N=c1n(CC(=O)c2cccs2)c2ccccc2n1Cc1ccccc1`?
CHT allo act: inactive; OX1R antagonist: -39.6

How did CCC(CC)NC(=O)C1CC(=O)N(CCc2ccc(F)cc2)C1 (stereo unspecified) do in these assays?
CHT allo act: inactive; OX1R antagonist: -6.7

Results for CCCCCCCc1ccc(-c2ccc(O)cc2)nc1 ?
CHT allo act: inactive; OX1R antagonist: -2.9

How did NC(=O)C1(N2CCCCC2)CCN(C(=O)Nc2ccccc2C(F)(F)F)CC1 do in these assays?
CHT allo act: inactive; OX1R antagonist: -17.2

How did COc1cc(C(=O)Nc2cc(C)ccn2)ccc1OCC(=O)N1CCOCC1 do in these assays?
CHT allo act: inactive; OX1R antagonist: -25.1

Results for CCN(C(=O)CSc1nc2ccccc2c(=O)n1-c1ccc(C)cc1)C1CCS(=O)(=O)C1 (stereo unspecified) ?
CHT allo act: inactive; OX1R antagonist: -18.8

What do the screens show for `Cc1cc(=O)oc2cc(OC(=O)CCN3C(=O)c4ccccc4C3=O)ccc12`?
CHT allo act: inactive; OX1R antagonist: -7.4

How did C[C@H](CO)N1C[C@H](C)[C@@H](CN(C)CC2CC2)Oc2c(NC(=O)Cc3ccccc3)cccc2C1=O do in these assays?
OX1R antagonist: -18.5

Results for COc1ccc(C(=O)/C=C/c2ccc(OC)c(O)c2)c(F)c1 ?
CHT allo act: inactive; OX1R antagonist: -39.8

Results for Cn1cnnc1Sc1nc2ccccc2nc1NS(=O)(=O)c1ccccc1 ?
CHT allo act: inactive; OX1R antagonist: 3.5

What do the screens show for `C/C(=N\Nc1ccc(Cl)c(C(=O)O)c1)c1cccc2ccccc12`?
CHT allo act: inactive; OX1R antagonist: -15.7

What do the screens show for `Cc1ccc(-c2nnc(CSc3nnc(COc4cccc5ccccc45)n3-c3ccccc3)o2)cc1`?
CHT allo act: inactive; OX1R antagonist: -20.9

Results for CCOc1cc(C2c3c(n[nH]c3C)C(=O)N2c2ccc(C)cc2)ccc1O (stereo unspecified) ?
CHT allo act: inactive; OX1R antagonist: -16.3

How did COc1cccc(/C=N/NC(=O)N/N=C/c2cccc(OC)c2O)c1O do in these assays?
CHT allo act: inactive; OX1R antagonist: -26.4

In the list so far, 3 have bromine.
What do the screens show for `COc1cc(/C=N/n2c(COc3ccccc3)n[nH]c2=S)cc(Br)c1O`?
CHT allo act: inactive; OX1R antagonist: -12.3

Results for O/N=C(\C[n+]1ccccc1)c1ccc(Br)cc1 ?
CHT allo act: inactive; OX1R antagonist: 5.0

How did O=C(NN1CCOCC1)c1ccccc1Br do in these assays?
CHT allo act: inactive; OX1R antagonist: -2.2

Further entries
What do the screens show for `CC1(c2nnc(-c3cccc(Cl)c3)o2)CC(c2ccccc2F)=NO1` (stereo unspecified)?
CHT allo act: inactive; OX1R antagonist: -20.8

What do the screens show for `CC(Oc1ccc(F)cc1)c1ccnc2nc(/N=C/N(C)C)nn12` (stereo unspecified)?
CHT allo act: inactive; OX1R antagonist: -12.2

How did COc1ccc(S(=O)(=O)N(C)CC(=O)NC2CCCC2)cc1Cl do in these assays?
CHT allo act: inactive; OX1R antagonist: -17.3

What do the screens show for `O=C(Nc1nnc(C2CC2)s1)c1ccco1`?
CHT allo act: inactive; OX1R antagonist: -9.9

Compound activity from PubChem BioAssay.
